Source: PubChem (Vanderbilt High Throughput Screening Facility)
Cav3 T inh – blocks human Cav3.2 T-type calcium channel; 100,000 tested, 4% active; B-score at 10 µM; Cav3.2-expressing cells, Fluo-4 calcium fluorescence FDSS; stronger effect = lower value;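 active means single-dose well whose peak fluorescence ratio is a statistical outlier from its plate by either plate-standardised score or position-corrected B-score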
The depositor's hits bear a star.

item	Cav3 T inh	structure
1	-0.29	C=C(C)COc1ccc(-c2nc(N)ncc2-c2ccc(OC)cc2)c(O)c1
2	-1.5	N#C/C(C(=O)c1ccccc1)=C1/SC=C(N)N1c1ccccc1
3	-1.6	CCc1cc2c(N3CCN(c4nnc(CC)s4)CC3)ncnc2s1
4	0.72	CCC(Sc1nc(-c2ccccc2)cc(=O)[nH]1)C(=O)O (stereo not given)
5	0.35	COc1ccc(C(=O)/C=C(\C)Nc2ccc(NC(C)=O)cc2)cc1
6	0.2	CCOc1ncccc1C(=O)OCC(=O)N1CC(=O)Nc2ccccc21
7	-0.58	CC1(C)CC(=O)C(C=N)=C(O)C1
8	0.38	O=C(NCc1ccccc1)c1ccc2c(c1)C(=O)N(CC1CCCO1)C2=O (stereo not given)

The list goes on; the last three above are carried over.
item	Cav3 T inh	structure
6	0.2	CCOc1ncccc1C(=O)OCC(=O)N1CC(=O)Nc2ccccc21
7	-0.58	CC1(C)CC(=O)C(C=N)=C(O)C1
8	0.38	O=C(NCc1ccccc1)c1ccc2c(c1)C(=O)N(CC1CCCO1)C2=O (stereo not given)
9	-0.051	O=C(NCc1cccs1)c1ccccc1
10	-2	COc1ccc(S(=O)(=O)Cc2ccc(C(=O)N3CCN(c4cc(Cl)ccc4C)CC3)o2)cc1
11	0.49	CC1(C)CC2CC(C)(CN2CC(=O)C(C#N)c2ccccc2)C1 (stereo not given)
12	-0.065	Nc1nnc(CC2=CCCCC2)s1
13	2.1	O=C1N[C@@H](Cc2ccccc2)C(=O)N1CCN1CCOCC1
14	0.69	CCOc1ccc(-n2cc(C(=O)N3CCC(C)CC3)c3cc(OC)c(OC)cc3c2=O)cc1
15	-0.22	c1ccc(CN2CCN(C3=Nc4cccc5cccc3c45)CC2)cc1
16	-0.011	COc1ccc(NC(=O)NC(C)(C(F)(F)F)C(F)(F)F)cc1
17	0.12	CCOC(=O)c1ccc(-n2c(N)c(C(=O)NCc3ccco3)sc2=S)cc1
18	-3	O=c1/c(=C\c2ccc(O)cc2)sc2n1C(c1ccccc1)C(c1ccccc1)=NN=2 (stereo not given)
19	0.74	Cc1ccc(Nc2nc(N)nc(CN3CCCCCC3)n2)c(C)c1
20	-1.1	Cc1ccccc1/C=c1\s/c(=C\C(=O)C(C)(C)C)[nH]c1=O
21	-5.2*	CCCC1=C(C(=O)OCC)C(c2cc(Cl)cc(OC)c2OCC(=O)OCC)NC(=O)N1 (stereo not given)
22	0.25	Cc1cc(C)n(-c2nc3c(c(=O)[nH]c(=O)n3C)n2CC(C)C)n1
23	-0.073	CCn1ncc(C(=O)Nc2cc(C)on2)c1C
24	-0.33	CC1(C)CC(=O)c2cc(OCC(=O)NCCCN3CCN(c4ccc(F)cc4)CC3)ccc2O1

Cav3 T inh, what is marked active above
item	Cav3 T inh	structure
21	-5.2*	CCCC1=C(C(=O)OCC)C(c2cc(Cl)cc(OC)c2OCC(=O)OCC)NC(=O)N1 (stereo not given)

Continuation.
item	Cav3 T inh	structure
25	-0.035	CCOC(=O)c1cnc2c(C(=O)OC)cccc2c1NCc1ccco1
26	-2.9	O=C(NC1CCCC1)c1sc(=S)n2c1[nH]c(=O)c1ccccc12
27	0.069	Cc1csc(NC(=O)CSc2nnc(-c3ccncc3)o2)n1
28	-0.2	O=C(O)c1cccc(N2C(=O)C3CC=C(Cl)CC3C2=O)c1 (stereo not given)
29	-0.32	Cn1nc(C(F)(F)F)c(/C=N/OC(=O)c2ccccc2)c1SCc1ccc(Cl)cc1
30	-0.54	OCCNc1nc(Nc2ccccc2OC(F)(F)F)nc(N2CCCC2)n1
31	-0.18	C(=N/n1c2ccccc2c2ccccc21)/c1ccco1
32	0.11	O=C1CCCc2nc(N3CCN(Cc4ccccc4)CC3)ncc21
33	0.98	COc1ccc(-n2nnc3c(=O)n(CC(=O)N4CCC(C)CC4)cnc32)cc1
34	-1	c1ccc(N2CCN(c3nnnn3-c3ccccc3)CC2)cc1
35	-1.9	Cc1ccccc1C(=O)O/N=C/c1c(N2CCOCC2)n(C)c2ccccc12
36	-0.34	Cc1csc(SCC(=O)Nc2ccccn2)n1
37	1.6	C=C(C)C(=O)O[C@H]1C/C(C)=C\C(=O)/C=C(\C)[C@H](O)[C@@H]2OC(=O)C(=C)[C@@H]21
38	-0.63	Cc1ccc(CCNC(=O)C2CCCN(S(=O)(=O)c3cnc[nH]3)C2)cc1 (stereo not given)
39	1.7	Cc1cccc2c1CC(C)(C)N=C2C1=C(O)CC(C)(C)CC1=O
40	-0.0069	O=C1c2ccccc2C(=O)N1c1n[nH]c(CCc2ccccc2)n1
41	0.35	Cn1c(SCc2ccccc2Cl)nc(C(F)(F)F)cc1=O
42	-1.2	COc1ccc2c3c(c(=O)oc2c1OCC(=O)C(C)(C)C)CCCC3
43	0.074	CCCc1[nH]c(=O)c(C#N)c2c1CCCC2
44	0.21	CC1(C)C=C(c2ccc(O)cc2)CC(C)(C)N1
45	-2.5	Cn1c(Cn2nnc(-c3ccccc3)n2)nnc1SCc1ccccc1Cl
46	0.42	Cn1c(SCc2ccc3c(c2)OCO3)nnc1-c1ccccc1
47	0.67	O=C(C1CCN(S(=O)(=O)c2cccs2)CC1)N1CCN(c2ccccc2)CC1
48	-0.72	O=C(Nc1cccc(-c2csc(Nc3cccc(C(F)(F)F)c3)n2)c1)c1ccccc1
49	0.13	COC(=O)c1c(NC(=O)c2cccs2)sc2c1CCCC2
50	2.3	O=C(Nc1nncs1)c1c(F)c(F)c(F)c(F)c1F
51	0.39	O=C(C1=C(O)C(=O)N(CCN2CCOCC2)C1c1ccccn1)c1cccs1 (stereo not given)
52	-1.3	CC(C)(C)c1nc(NCC2CCCO2)c2nnn(Cc3ccccc3)c2n1 (stereo not given)
53	-3.9*	CCCN(CCC)S(=O)(=O)c1ccc(NS(=O)(=O)c2ccc(F)cc2)cc1
54	0.016	CC(=O)c1cccc(Nc2nc(-c3cccc([N+](=O)[O-])c3)cs2)c1
55	-0.1	COc1ccc(C(=O)N2CCCC(c3nc(-c4cccs4)no3)C2)cc1 (stereo not given)
56	1.2	C/C(=N\NC(=O)c1cccc(C)c1)c1ccc(N2CCOCC2)cc1
57	0.42	COc1ccccc1NC=C1C(=O)OC(C)(C)OC1=O
58	-4.6	CCOC(=O)C(C)Sc1ncc(OC)c(Sc2ccc(Cl)cc2)n1 (stereo not given)
59	0.56	CC(C)Oc1ccc(C(=O)CCN2CCCCC2)cc1
60	1.1	Cc1ccccc1P(=O)(CO)c1ccccc1C
61	1.2	Cc1ccc(-c2nn(C)c(=O)c3ccccc23)cc1CNS(C)(=O)=O
62	0.87	CCN(CC)S(=O)(=O)c1cccc(-c2nnc(SCC(=O)c3cc(C)n(C4CC4)c3C)o2)c1
63	0.12	Cc1ccc(N2CC(C(=O)Nc3ccncc3)CC2=O)cc1 (stereo not given)
64	0.28	Cn1ccnc1-c1nnn(-c2ccc(Cl)c(Cl)c2)n1
65	-0.49	O=C(NCCCO)c1ccc2[nH]c3c(c2c1)CCCC3
66	1.2	Cc1nc2ccc(S(=O)(=O)NC(C(=O)NC3CCCC3)C(C)C)cc2s1 (stereo not given)
67	0.32	CC(C)c1cc(NC(=O)CSc2nnc(-c3ccccc3F)n2C)on1
68	0.39	COC(=O)c1ccccc1NC(=S)NC(=O)COc1ccc(C)cc1
69	1.3	COCCn1nnnc1C(CC(C)C)N1CCN(C(=O)c2ccco2)CC1 (stereo not given)
70	0.0098	O=C(CCn1c(=O)sc2ccccc21)Nc1nccs1
71	0.94	COC(=O)CSC1=C(C#N)C(c2ccccc2F)CC(=O)N1 (stereo not given)
72	1.5	Cc1ccccc1C(=O)N1CCN(c2ncnc3c2cnn3-c2ccccc2)CC1
73	-0.062	CC(C)C[C@@H](CSc1ccc(Br)cc1)N1CCN(C)CCC1=O
74	-0.082	CCOC(=O)c1cc(OC(=O)c2ccccc2)n(-c2ccccc2)n1
75	-0.0086	O=c1[nH][nH]c(C(F)(F)F)c1C=NCc1cccc(Cl)c1
76	-0.22	FC(F)(F)c1cc(-c2ccccc2)nc(N2CCCCCC2)n1
77	0.28	CCCc1cc2c(cc1NC(=O)c1ccccc1Cl)OCO2
78	-0.12	CNc1nnc(CSc2nc3ccccc3s2)s1
79	0.1	CCCNC(=O)CN(C1CCCCC1)S(C)(=O)=O
80	-0.28	CC1CCc2c(sc3ncnc(N4CCOCC4)c23)C1 (stereo not given)

Continued:
item	Cav3 T inh	structure
81	1.3	CN(C)CCNC(=O)c1onc(CSc2ccncc2)c1C(=O)NCCN(C)C
82	-1.7	O=C(Nc1ccccc1C(F)(F)F)NC1CCCCCCC1
83	0.68	O=C(Nc1cccc(C(F)(F)F)c1)c1cccnc1
84	-1.8	CCN(CC)C(=O)c1cc2sc3ccccc3c2s1
85	-0.88	COc1ccc(COC[C@H](C)[C@H](O)[C@@H](C)[C@H]2OC(=O)[C@@H]2C)cc1
86	0.23	COc1ccc(O)c(C2NC(CC(C)C)(C(=O)O)C3C(=O)N(Cc4ccccc4)C(=O)C23)c1 (stereo not given)
87	-0.16	CC1(CCc2ccc3c(c2)OCO3)NC(=O)c2ccccc2N1 (stereo not given)
88	0.73	COCCn1c(C)cc(C(=O)COC(=O)CCc2ccc(S(=O)(=O)N3CCOCC3)cc2)c1C

Ordered by number of heavy atoms (rising): part of the list above
item	Cav3 T inh	structure
83	0.68	O=C(Nc1cccc(C(F)(F)F)c1)c1cccnc1
85	-0.88	COc1ccc(COC[C@H](C)[C@H](O)[C@@H](C)[C@H]2OC(=O)[C@@H]2C)cc1
81	1.3	CN(C)CCNC(=O)c1onc(CSc2ccncc2)c1C(=O)NCCN(C)C
86	0.23	COc1ccc(O)c(C2NC(CC(C)C)(C(=O)O)C3C(=O)N(Cc4ccccc4)C(=O)C23)c1 (stereo not given)

Additional results follow:
item	Cav3 T inh	structure
89	-0.069	O=C(CCc1ccccc1)Nc1cccc(-c2nnc(-c3ccco3)o2)c1
90	0.22	COC(=O)c1scc(C)c1NC(=O)Cc1ccccc1
91	0.67	CC(=O)COC(=O)c1cccc(N2C(=O)C3C4C=CC(C4)C3C2=O)c1 (stereo not given)
92	-6*	Cc1cccc(Cc2cnc(NC(=O)c3ccc(C)o3)s2)c1
93	-3.4	COc1cccc(CSc2nnc(C(F)(F)F)n2Cc2ccc(F)cc2)c1
94	-1.2	Clc1ccc2ncc(-c3nnnn3-c3ccccc3)c(-c3ccccc3)c2c1
95	-7*	COc1ccc(C2Nc3ccccc3C(=O)N2Cc2ccco2)cc1COc1ccc(F)cc1 (stereo not given)
96	0.57	Cc1nc2cc3ccccc3cc2c(=O)[nH]1
97	-0.026	CC(C)C(CC(=O)NCc1ccco1)c1ccco1 (stereo not given)
98	1.4	COc1ccccc1NC(=O)CSc1nnc(C2CCCCC2)o1
99	-0.77	CC(C)OC(=O)NCCOC(=O)Nc1cccc(Cl)c1
100	-0.097	O=C(NC1=NCCS1)[C@H](Cc1ccccc1)N1C(=O)c2ccccc2C1=O
101	0.99	O=C(O)CC1=C(O)C(=O)N(c2ccccc2)C1c1ccc(Br)cc1 (stereo not given)
102	1.5	Cc1cc(=O)oc2cc(OCc3nnc(-c4ccccc4Br)o3)ccc12
103	-0.46	O=C(NCC1CCCO1)c1sc(=S)n2c1[nH]c(=O)c1ccc(C(=O)N3CCCCC3)cc12 (stereo not given)
104	1.1	C=CCc1cccc2cc(C(=O)N3CCN(C(=O)OCC)CC3)c(=O)oc12
105	-0.055	COc1cc(/C=C/C(=O)c2ccccc2O)cc(OC)c1OC
106	-1.1	O=c1ccc2c(o1)/C(=C/C=C(Cl)Cl)CCC2
107	1.7	Cc1nc(SCC(=O)c2ccc(F)cc2)c([N+](=O)[O-])[nH]1
108	0.18	CC1=C(C(=O)NCc2ccc3c(c2)OCO3)C2(CCC(C)CC2)OC1=O (stereo not given)
109	0.062	CCCCC1CC(C)(C(=O)CSc2nc3ccccc3s2)OC1=O (stereo not given)
110	-2.1	COC1(c2cc(-c3ccccc3)nc(N)n2)CCCCC1
111	-1	O=C(NC1CC1)C1=COCCO1
112	-1.4	Cc1csc(NC(=O)CSc2nnc3c4ccccc4nc(C(C)(C)C)n23)n1
113	0.0061	CCOC(=O)c1oc2c(c1C)/C(=N/O)CCC2
114	-0.04	CCOc1ccc(C2C(C(=O)Nc3ccc(F)cc3)=C(C)Nc3nc(CCCO)nn32)cc1 (stereo not given)
115	0.33	Cc1ccc2c(c1)CCCN2C(=O)c1ccco1
116	0.4	O=C1c2ccccc2CN1CCNS(=O)(=O)c1ccc(Cl)cc1
117	2.1	CCOC(=O)Nc1ccc(S(=O)(=O)NCc2ccccc2)cc1
118	1.3	O=C(O)CC(CCc1ccccc1)OC1OC(CO)C(O)C(O)C1O (stereo not given)
119	0.21	CCc1ccc2nc(SCC(=O)N(CC)CC)c(C#N)cc2c1
120	-1.2	O=C(Nc1ccc(Cl)cc1)Nc1ccc2c(c1)N1CCN=C1S2

Excerpt: entries 115 to 116
item	Cav3 T inh	structure
115	0.33	Cc1ccc2c(c1)CCCN2C(=O)c1ccco1
116	0.4	O=C1c2ccccc2CN1CCNS(=O)(=O)c1ccc(Cl)cc1

More compounds follow:
item	Cav3 T inh	structure
121	1.6	O=C(O)c1ccccc1S(=O)CCO (stereo not given)
122	-0.43	COc1ccc(S(=O)(=O)n2nc(OC(=O)c3ccncc3)cc2N)cc1
123	0.092	COc1cc(OC)c(C2C(C#N)=C(N)Oc3cc(C)n(CCCN4CCOCC4)c(=O)c32)cc1OC (stereo not given)
124	-0.84	O=C(CN1C(=O)CSC1=O)Nc1ccccc1N1CCOCC1
125	0.61	CCC(C)NC(=O)Cn1cnc2sc(C)cc2c1=O (stereo not given)
126	1.3	c1csc(-c2csc(-c3cccs3)n2)c1
127	0.48	CC(C)OC(=O)Cn1nnc(-c2ccccc2)n1
128	-2.6	CCC(C)c1ccc(S(=O)(=O)N2CCN(C(=O)COc3ccc4c(C)cc(=O)oc4c3)CC2)cc1 (stereo not given)
129	0.93	Cc1ccc(C(=O)NCCCn2ccnc2)cc1[N+](=O)[O-]
130	-0.38	CNC(=O)Nc1cc(C(C)(C)C)no1
131	-0.28	CSc1nc(-c2ccco2)nn1S(=O)(=O)c1ccccc1
132	0.6	Cc1ccc(NC(=S)NCC2CCCO2)cc1 (stereo not given)
133	0.24	CS(=O)(=O)N1CCN(C(=O)c2ccc(-c3ccccc3)cc2)CC1

An excerpt; the hit share may differ from the screen's.
